GASC-1 inh = inhibitors of GASC-1 histone demethylase, primary screen, biochemical, fluorescence, DELFIA europium | Lysine-specific demethylase 4C (Homo sapiens), Q9H3R0 | GST-JMJD2C(1-420) H3K9me3 demethylation | inhibition, % at 2.35 µM | 330,000 tested, 0.069% active | AID 2099, 2009;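 active = more than half of a compound's replicate wells show inhibition beyond 50%, single wells judged on their own value; inconclusive = some, but no more than half, of replicates pass 50% inhibition; inactive = no replicate passes 50% inhibition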;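 note: signal counts dimethyl H3K9 product captured on neutravidin plate; 0% = median of DMSO wells and 100% = 0.3 times that DMSO median; strong numbers were not always called active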
GRK2 inh = compounds blocking aptamer binding on GRK2 – biochemical, human GRK2, bead flow cytometry, HTS, primary screen; AID 488847, 2010; inhibition of aptamer binding, % at 10 µM; 330,000 tested, 0.59% active; Beta-adrenergic receptor kinase 1 (Homo sapiens), P25098; FAM-aptamer displacement from GRK2;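 active = inhibition of aptamer binding above 40%, roughly 3 SD of noise, on plates passing a quality check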;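 note: median bead fluorescence of bound FAM aptamer so fluorescent compounds give negative values; no value below 0 was filed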
CIT2-GFP yeast = modulators of CIT2-GFP expression in yeast, primary screen, S. cerevisiae, GFP fusion, multiplex flow cytometry, MLPCN library; S. cerevisiae CIT2-GFP strain, 3 h; 100 means same as DMSO wells; GFP response vs DMSO, % at 10 µM; 320,000 tested, 0.065% active;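 active = GFP response relative to DMSO above a set limit, near the screen mean plus 3 SD, cut at about 150% in these data; inconclusive = Fewer than 70 cells measured for a yeast strain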;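 note: ratio of well median GFP fluorescence to mean of DMSO wells on the plate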
LAP4-GFP MLPCN = modulators of LAP4-GFP expression in yeast, primary screen, S. cerevisiae, multiplex flow cytometry, MLPCN library; AID 2023, 2009; 320,000 tested, 0.34% active; 3 h; median GFP as percent of DMSO wells; GFP response vs DMSO, % at 10 µM;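 active = GFP response vs DMSO above a set limit, about the screen mean plus 3 SD, cut at about 150% in these data; inconclusive = under 70 cell events counted for the yeast strain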
RPL19A-GFP yeast = RPL19A-GFP expression modulators in yeast, primary screen, cell-based, S. cerevisiae, multiplex flow cytometry, MLPCN | percent response vs DMSO, % at 10 µM | 330,000 tested, 0.3% active | S. cerevisiae RPL19A-GFP strain, 3 h; active compounds read low;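 active = percent response vs DMSO below 50%; inconclusive = fewer than 70 events counted for the yeast strain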;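 note: median channel GFP fluorescence of the barcoded RPL19A-GFP strain; ratio of sample median GFP to plate DMSO average so 100% = DMSO; lower means less RPL19A-GFP as with rapamycin TOR inhibition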
AGP1-GFP MLPCN = modulators of AGP1-GFP expression in yeast TOR pathway, primary screen, cell-based, multiplex flow cytometry, S. cerevisiae, MLPCN library. 320,000 tested, 0.02% active. 3 h; GFP as percent of DMSO wells. GFP response vs DMSO, % at 10 µM. AID 2066, 2009;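 active = GFP response relative to DMSO above a set limit, near screen average plus 3 SD, cut at about 150% in these data; inconclusive = fewer than 70 cells counted for the yeast strain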;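 note: median GFP channel fluorescence of the gated AGP1 strain per well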
VLA-4 inh = inhibition in human VLA-4 binding assay, primary screen, VLA-4 allosteric modulator project, MLPCN library, flow cytometry, VLA-4 expressing cells; 330,000 tested, 0.2% active; ligand binding flow cytometry; inhibition, % (about 7 µM as worked out from the volumes in the protocol); in the data active = inhibition above about 50%
Target sequence (P13612 whole entry, looked up): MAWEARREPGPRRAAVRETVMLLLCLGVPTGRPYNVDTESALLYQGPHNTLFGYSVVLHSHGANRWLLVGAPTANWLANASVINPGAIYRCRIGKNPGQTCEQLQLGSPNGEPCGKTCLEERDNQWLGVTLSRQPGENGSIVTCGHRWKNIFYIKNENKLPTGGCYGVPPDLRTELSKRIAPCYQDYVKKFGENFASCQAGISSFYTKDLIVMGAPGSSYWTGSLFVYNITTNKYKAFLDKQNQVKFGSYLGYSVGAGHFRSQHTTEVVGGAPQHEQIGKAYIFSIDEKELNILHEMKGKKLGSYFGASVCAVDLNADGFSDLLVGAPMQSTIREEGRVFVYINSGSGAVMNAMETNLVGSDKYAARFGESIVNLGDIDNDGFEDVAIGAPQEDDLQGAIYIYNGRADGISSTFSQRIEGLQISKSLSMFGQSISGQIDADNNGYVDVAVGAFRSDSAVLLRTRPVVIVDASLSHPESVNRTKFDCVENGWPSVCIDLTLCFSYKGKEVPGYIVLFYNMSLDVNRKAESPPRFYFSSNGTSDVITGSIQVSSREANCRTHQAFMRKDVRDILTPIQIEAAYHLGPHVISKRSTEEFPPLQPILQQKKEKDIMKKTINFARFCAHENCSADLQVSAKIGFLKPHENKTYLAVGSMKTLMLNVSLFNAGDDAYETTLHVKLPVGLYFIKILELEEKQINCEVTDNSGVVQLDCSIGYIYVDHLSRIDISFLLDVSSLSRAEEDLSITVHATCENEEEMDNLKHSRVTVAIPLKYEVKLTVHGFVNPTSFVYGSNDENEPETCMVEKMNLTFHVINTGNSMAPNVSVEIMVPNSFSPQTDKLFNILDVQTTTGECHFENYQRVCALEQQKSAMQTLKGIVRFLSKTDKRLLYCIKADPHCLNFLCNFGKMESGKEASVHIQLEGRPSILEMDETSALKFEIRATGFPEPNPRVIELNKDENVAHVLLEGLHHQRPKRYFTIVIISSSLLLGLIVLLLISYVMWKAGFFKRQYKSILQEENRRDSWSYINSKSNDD
MEP2-GFP yeast = modulators of MEP2-GFP levels in yeast, primary screen, S. cerevisiae, multiplex flow cytometry, MLPCN library | S. cerevisiae MEP2-GFP strain, 3 h; 100% = DMSO control level | GFP response vs DMSO, % at 10 µM | 330,000 tested, 0.51% active | AID 2016, 2009;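 active = GFP response versus DMSO above a set limit, roughly screen mean plus 3 SD, cut at about 180% in these data; inconclusive = fewer than 70 cells counted for a yeast strain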;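 note: median GFP fluorescence of the barcode-gated MEP2-GFP cells per well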
Starred values were filed as active, the others as inactive; ? = inconclusive; · = no result given; & = joins results of further samples; [ ] = dose if it differs, or a comment.

SMILES	GASC-1 inh	GRK2 inh	CIT2-GFP yeast	LAP4-GFP MLPCN	RPL19A-GFP yeast	AGP1-GFP MLPCN	VLA-4 inh	MEP2-GFP yeast
COc1ccc(C(C(=O)NC2CCCCC2)N(CC2CCCO2)C(=O)CNC(=O)c2ccco2)cc1 (stereo unspecified)	15&4	3	106	103	103	106	1	100
CS(=O)(=O)C1=NSC2=NC(=O)/C(=C\c3ccc(-c4ccccc4)o3)C(=N)N21	-6	0	83	88	92	90	9	88
C=CCNC(=S)NNC(=O)C(CCC(C)C)CC(C)O (stereo unspecified)	-13	0	108	96	99	107	-14	108
CCN(CC)C(=O)COc1ccc(S(=O)(=O)N2CCCC2)cc1	2	0	102	89	109	99	13	105
COc1ccc(C(=O)c2ccc(CC(=O)O)s2)cc1	14	0	103	90	105	100	18	103
O=S(=O)(Nc1ncn[nH]1)c1ccc2ccccc2c1	0	0	100	106	103	102	-1	108
CCn1c(CSCc2ccc(C)cc2)nnc1SCC(=O)N1CCN(c2ccccc2)CC1	0	0	95	92	92	93	5	96
CCN1CCN(C(=O)c2cc3cc4cc(OC)ccc4nc3s2)CC1	-6	0	92	98	94	98	-4	96
COc1cc(/C=N\NC(=O)C2COc3ccccc3O2)cc(OC)c1O (stereo unspecified)	5	4	105	103	104	105	8	112
CCN(CC)CC(C)CNC(=O)C1(O)c2ccccc2NC(=O)N1c1ccc(Cl)c(Cl)c1 (stereo unspecified)	-1	0	101	96	102	103	8	105
Cc1nnc(SCC(=O)Nc2cc(C(C)(C)C)nn2-c2ccccc2)s1	-4	0	99	95	104	97	7	106
Cc1ccc(S(=O)(=O)N2CCC(C(=O)N[C@@H](Cc3ccccc3)C(=O)O)CC2)cc1	-1	0	101	103	104	106	14	101
O=C(COC(=O)c1ncc(Cl)c(Cl)c1Cl)NC1CCS(=O)(=O)C1 (stereo unspecified)	14	2	97	99	101	105	-5	100
COc1ccc(C(=O)Nc2c(N)nc(SCC(=O)N3CCC(C)CC3)[nH]c2=O)cc1	6	0	103	92	99	102	9	101
COc1ccc(C(C(=O)NC2CCCCC2)N(C(=O)c2ccco2)c2ccccc2OC)cc1 (stereo unspecified)	-5	0	100	93	96	96	-161	105
O=C(Cn1c(CO)nc2ccccc21)NCCc1ccccc1	-1	0	102	103	112	109	4	106
COc1ccc(-n2c(SCc3cn4c(C)cccc4n3)nc3ccccc3c2=O)cc1OC	-8	10	98	97	98	102	1	96
Cc1nc(Cc2nnc(SCC(=O)N3CC(=O)Nc4ccccc43)o2)cs1	-3	0	106	104	99	104	3	109
CCN(CC)CCNC(=O)c1ccc(NC(=O)Cc2cccc3ccccc23)cc1	4	0	94	118	99	100	1	96
C=CCn1c(=S)[nH]c2cc(C(=O)N3CCN(c4ccccc4OC)CC3)ccc2c1=O	3	2	92	89	95	97	6	96
O=C(Nc1cccc(NC(=O)c2cccc(F)c2)n1)c1cccc(F)c1	-22	13	87	112	99	93	39	96
CCCCn1c(N)c(N(CCC(C)C)C(=O)CN2C(=O)C3CCCCC3C2=O)c(=O)[nH]c1=O (stereo unspecified)	4	0	109	106	103	104	-5	105
Cn1c(=O)oc2cc(S(=O)(=O)N3CCC(C(=O)NCc4ccccc4Cl)CC3)ccc21	-3	3	99	100	101	104	10	101
COCc1nnc(N)s1	19	0	102	109	98	101	-2	98
COc1cccc(C(=O)NC2CCN(C(=O)N3c4ccccc4Sc4ccccc43)CC2)c1	2	0	95	97	98	103	-10	101

The results go on.
SMILES	GASC-1 inh	GRK2 inh	CIT2-GFP yeast	LAP4-GFP MLPCN	RPL19A-GFP yeast	AGP1-GFP MLPCN	VLA-4 inh	MEP2-GFP yeast
COc1cc(C=O)c(Br)cc1OCC(=O)NCc1ccccc1	6	2	126	81	108	99	-11	110
Cc1ccc(C)c(C(=O)COC(=O)Cn2c(C)csc2=O)c1	-9	0	97	84	77	86	-3	91
CCOc1ccc(N2C(=O)CC(Cc3cc(C)cc(C)c3)C2=O)cc1 (stereo unspecified)	3	3	96	99	104	99	-7	103
COc1ccc(Cn2c(CCC(=O)Nc3ccccc3OC)nc3cccnc32)cc1	3	0	103	96	103	103	23	102
O=C(/C=C/c1ccccc1)NCCSCc1ccccc1Cl	2	1	89	92	90	88	5	94
O=C(N/N=C/c1ccc(OC(=O)c2ccco2)cc1)c1ccc[n+]([O-])c1	-2	0	97	108	96	98	5	96
O=C(NCCN1CCNCC1)c1ccccc1O	0	0	101	108	102	106	3	105
CCN1CCN(c2ccc(S(=O)(=O)N3CCOCC3)cc2NC(=O)CCSC)CC1	15	0	105	109	106	116	39	107
COc1ccc(-c2nc(CSCC(=O)NC3CCN(Cc4ccccc4)CC3)c(C)o2)cc1OC	-4	0	95	94	97	97	15	108
O=C(NCc1cccc(C(F)(F)F)c1)c1cc(Cl)cc(Cl)c1	51	1	114	98	103	105	0	97
Cc1cccc2nc(Cn3c(=O)n(CCC(=O)NCc4ccco4)c(=O)c4sccc43)cc(=O)n12	2	1	100	99	98	·	-1	98
Cn1c(=O)c2c(nc(Oc3ccc4c(c3)OCO4)n2Cc2ccc(Br)cc2)n(C)c1=O	-4	0	105	103	101	109	-8	104
COc1ccc(NC(=O)COC(=O)CCNS(=O)(=O)c2ccc(Cl)cc2)cc1	-3	0	113	104	87	72	16	107
Cc1cc(C)c2c(N)c(C(=O)c3ccc(Cl)cc3)sc2n1	12	3	94	105	109	99	-4	99
CC(C)CN(C(=O)CN(C)S(=O)(=O)c1ccc(Cl)cc1)C1CCS(=O)(=O)C1 (stereo unspecified)	6	2	97	85	100	92	6	90
CS(=O)(=O)N(CC(=O)NCc1ccc2c(c1)OCO2)c1cccc(Cl)c1	3	6	86	90	97	96	4	87
Cc1nn(-c2ccc(F)cc2)c(C)c1CN1CCN(CCC(C)C)C(CCO)C1 (stereo unspecified)	2	0	103	102	93	102	5	94
CCSc1nc2ccc(OC)cc2cc1C#N	17	3	87	101	97	95	-9	99
COC(=O)c1cc(S(=O)(=O)N2CCN(c3cccc(Cl)c3)CC2)c[nH]1	5	0	110	98	100	98	1	99
S=C1Nc2ccccc2Sc2ccc(Cl)cc21	1	3	100	101	98	95	-4	99
CCC1CCCCN1CCNS(=O)(=O)c1ccc2c(c1)oc(=O)n2C (stereo unspecified)	1	3	118	99	104	109	-9	92
CCCOC(=O)CSc1nnc(-c2cc(OC)c(OC)c(OC)c2)o1	-6	3	93	92	91	87	-8	103
COc1cc(OC)c(-c2noc(C(=O)OC(C)(C)C)c2C(=O)OC(C)(C)C)c(OC)c1	3	5	98	89	105	99	14	101
CSc1nccc(Oc2ccc(C#N)cc2)n1	-4	0	100	94	101	99	18	97
Cc1cc(C)n2nc(CC(=O)NCc3ccc(F)cc3)nc2n1	-6	10	92	91	97	100	27	97

Next section
SMILES	GASC-1 inh	GRK2 inh	CIT2-GFP yeast	LAP4-GFP MLPCN	RPL19A-GFP yeast	AGP1-GFP MLPCN	VLA-4 inh	MEP2-GFP yeast
Cc1ccc(C)c(NC(=O)Cn2ccn(-c3ccc4c(c3)OCO4)c(=O)c2=O)c1	6	1	109	119	111	117	9	115
CCCn1nc2cc(C(=O)NCCc3ccc(C)cc3)ccc2c1OCC	-4	0	103	114	104	94	2	99
CCOC(=O)c1c(NC(=O)C2C3CCC(O3)C2C(=O)O)sc(C)c1-c1ccc(F)cc1 (stereo unspecified)	7	3	94	104	95	102	-11	108
Cc1cc(N2C(=O)C(O)=C(C(=O)c3ccc(C)o3)C2c2ccc([N+](=O)[O-])cc2)no1 (stereo unspecified)	0	2	102	101	94	70	3	101
Cc1ccc(NC(=S)NCc2ccc(F)cc2)c(C)c1	6	2	110	84	106	103	1	107
Cc1ccc(S/C=C\C(=O)c2ccccc2)cc1	4	3	91	119	92	95	-5	93
C=CCn1c(SCc2c(C)noc2C)nc2sc3c(c2c1=O)CCC(C)C3 (stereo unspecified)	0	2	102	89	97	99	-4	102
O/N=C(\COc1ccccc1O)c1ccccc1	-3	0	99	96	101	94	17	103
O=C(c1ccco1)N1CCN(Cc2nc3cc(Cl)ccc3c(=O)[nH]2)CC1	2	4	100	97	95	100	17	101
O=C(NCc1ccco1)C(c1cccnc1)N(C(=O)Cn1nnc2ccccc21)c1ccc(F)cc1 (stereo unspecified)	-2&5	2	103	98	100	105	13	100
CCOC(=O)C1CSC(CC(=O)Nc2ccc(Cl)cc2)C(=O)N1 (stereo unspecified)	-8	0	64	93	106	70	18	94
c1cc2c(cc1Oc1nc(N3CCOCC3)nc(N3CCOCC3)n1)OCO2	3	2	96	93	93	91	0	86
CN(C)S(=O)(=O)c1ccc(Cl)c(C(=O)NC2CCN(Cc3ccccc3)C2)c1 (stereo unspecified)	2	0	106	100	103	106	4	112
O=C(c1ccccc1)[C@@H]1[C@@H](C(=O)c2ccc(F)cc2)[C@@]2(C(=O)Nc3ccccc32)[C@H]2c3ccccc3C=CN12	-20	3	87	82	97	94	3	91
CCCCn1nc2cc(C(=O)NC[C@@H]3CCCO3)ccc2c1OCC	9	1	94	113	103	93	-2	95
S=c1nc(-c2ccco2)[nH][nH]1	4	1	117	108	109	112	-4	114
CCCSc1nsc(SCCC)c1C(N)=O	-7	2	104	99	98	47	-2	103
CC1CCN(C(=O)c2[nH]cnc2C(=O)Nc2nccs2)CC1	-2	0	103	84	99	95	4	95
c1csc(-c2cnc3ccccc3n2)c1	0	2	95	89	98	95	-1	97
O=c1[nH]cc(S(=O)(=O)N2CCCc3ccccc32)c(=O)[nH]1	-5	0	93	86	91	91	-4	95
CC(SCc1ccccc1)C(=O)Nc1ccccc1-c1ccccc1 (stereo unspecified)	-5	0	102	91	101	98	12	102
Cc1onc(-c2ccccc2Cl)c1C(=O)Nc1nnc(-c2ccc(Cl)cc2Cl)s1	-1	1	119	104	102	110	-4	101
COc1ccc(Cc2nc(C(=O)Nc3ccc(OC)cc3)cs2)cc1	23	0	96	118	103	102	4	121
Cc1sc(NC(=O)C(C)C)c(C(=O)Nc2ccccc2)c1C	-4	1	91	110	94	94	0	98
CCOC(=O)C(Cc1ccc(O)cc1)NC(=O)CCc1c[nH]c2ccccc12 (stereo unspecified)	-22	3	106	99	104	99	10	109
S=C(c1ccc(OCc2ccccc2)cc1)N1CCCC1	-15	3	103	104	104	98	5	104
COC(=O)c1sccc1NS(=O)(=O)c1ccccc1	-9	0	87	61	107	92	-6	104
COC(=O)c1cc(C(=O)OCC(=O)Nc2cc(C)on2)cc([N+](=O)[O-])c1	-8	10	?	72[may fluoresce violet]	42*[may fluoresce violet]	?	1	162[may fluoresce violet]
COc1ccccc1OCCCC(=O)Nc1ccc2c(c1)OCCO2	7	1	107	73	101	?	-4	92
CC1CCCC(C)N1C(=O)COC(=O)c1c[nH]c2ccccc12 (stereo unspecified)	-4	1	96	98	95	98	10	96

Structural class: the entries above with a tert-butyl group.
SMILES	GASC-1 inh	GRK2 inh	CIT2-GFP yeast	LAP4-GFP MLPCN	RPL19A-GFP yeast	AGP1-GFP MLPCN	VLA-4 inh	MEP2-GFP yeast
Cc1nnc(SCC(=O)Nc2cc(C(C)(C)C)nn2-c2ccccc2)s1	-4	0	99	95	104	97	7	106
COc1cc(OC)c(-c2noc(C(=O)OC(C)(C)C)c2C(=O)OC(C)(C)C)c(OC)c1	3	5	98	89	105	99	14	101

Screens deposited in PubChem by several laboratories.
